# Screening data as filed in PubChem.
# Statin myotox sup = suppressors of statin myotoxicity in C2C12 myotubes, primary screen, cell-based, single point, plate reader | C2C12 myotubes + simvastatin, ATP luminescence, 48 h; scaled: DMSO 0, geranylgeraniol control 100 | rescue of ATP level, % at 7.49 µM | 330,000 tested, 0.78% active;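 active = mean ATP rescue above about 67%, or every replicate alone reaching that limit, limit read from the data, passing the limit was not always enough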;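 also: myotubes were challenged with 10 µM simvastatin during compound exposure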
# LGR2 inh = inhibitors of bursicon-induced LGR2 CRE-luciferase signal, primary screen, cell-based, HEK293, CRE-luciferase reporter, bursicon stimulation; Drosophila bursicon receptor LGR2 (rickets); bursicon-stimulated, 4 h; inhibition, % at 9.99 µM; 380,000 tested, 0.35% active; AID 720647, 2013;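 active = drop in luminescence signal, shown as inhibition above about 50% in the replicate tests, limit read from the data, passing the limit was not always enough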;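 also: agonist challenge used bursicon conditioned medium at about half maximal strength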
# PAX8 reporter = inhibitors of PAX8-driven TPO luciferase reporter, primary screen, RMG-I cells, single concentration. AID 652154, 2013. 360,000 tested, 1.2% active. SteadyGlo, 24 h. inhibition, % at 12.6 µM;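 active = mean replicate inhibition at least 60% with every replicate also reaching 60%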;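 also: luciferase light reporting Pax8 driven TPO promoter activity; plate controls were median of neutral control wells for no effect and mitoxantrone controls for full effect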
# PglD inh = C. jejuni PglD acetyltransferase inhibitors, primary screen, biochemical, DTNB colorimetric, single point; purified PglD enzyme, DTNB colorimetric CoA detection; inhibition, % at 12.5 µM; 360,000 tested, 0.098% active; AID 602405, 2012; in the data active = inhibition above about 16%, passing the limit was not always enough; also: strong numbers were not always called active
# INS-1E GSIS act = GLuc luminescence reporter in INS-1E cells, primary screen for activators of glucose-dependent secretion of insulin. activation, % at 16.6 µM. INS-1E GLuc reporter insulin secretion, 2-3 h. 370,000 tested, 0.61% active;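 active = lowest replicate activation of at least 40%, so every replicate reaches that level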;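 also: 0% = median of neutral control wells and 100% = median of IBMX positive control wells; some compounds called inactive have numbers as strong as hits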
# PGC1a acetyl inh = inhibitors of PGC1a acetylation signal, primary screen, cell-based, U2OS, AlphaScreen, inhibitor mode | AlphaScreen anti-acetyl-lysine; with virally co-expressed GCN5 acetyltransferase | inhibition, % at 15.6 µM | 350,000 tested, 0.17% active | AID 651687, 2012;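 active = every replicate shows inhibition of at least 40%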;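 also: 0% = neutral control wells and 100% = positive control wells; some results beyond the cut were filed as inactive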
# ARNT TACC3 PPI = disruptors of ARNT/TACC3 protein interaction, primary screen, biochemical, AlphaScreen, single concentration | Transforming acidic coiled-coil-containing protein 3 (Homo sapiens), Q9Y6A5 | AlphaScreen His-ARNT PAS-B/GST-TACC3 binding, luminescence; TACC3 fragment carries E629A point mutation | inhibition, % at 9.99 µM | 390,000 tested, 0.66% active;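 active = mean inhibition of replicates at least 50% and at least half of replicates each reaching 50%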;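 also: 0% = complete ARNT plus TACC3 wells and 100% = ARNT alone without TACC3; many hits fall short of the cut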
# Cneo AK release = Cryptococcus neoformans cell lysis inducers, primary screen, AK release luminescence, single concentration. C. neoformans lysis, adenylate kinase release luminescence, 4 h; normalised: neutral wells 0, clomiphene wells 100. lysis activity, % at 15 µM. 360,000 tested, 0.2% active;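 active = mean lysis activity across replicates of at least 80%, whatever share of replicates individually reach that level; inactive = mean lysis activity below 80%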
#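 Schedule: static 4 h at 37 °C with compound, 1 h detection; system: C. neoformans cells; benchmarks: Clomiphene as positive control; buffer or medium: fresh YPD medium; measure: luminescence rise reflecting yeast cell lysis; measured by: luminescent adenylate kinase detection reagent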
# Numbers without * were called inactive; nt = not tested or not shown.
SMILES,Statin myotox sup,LGR2 inh,PAX8 reporter,PglD inh,INS-1E GSIS act,PGC1a acetyl inh,ARNT TACC3 PPI,Cneo AK release
C[C@H]1CN([C@@H](C)CO)C(=O)c2cc(NC(=O)Nc3ccc(F)cc3)ccc2O[C@@H]1CN(C)Cc1ccc(Oc2ccccc2)cc1,nt,4,nt,-5,-28,-1,-2,0
O=C(NCc1ccccc1Cl)C1CCN(S(=O)(=O)c2ccc(F)cc2)CC1,-1,13,-1,nt,-12,3,0,nt
N#Cc1cnc(=S)n(-c2cc(C(F)(F)F)cc(C(F)(F)F)c2)c1N,-5,2,1,3,nt,nt,nt,-2
CC(C)n1c2ccccc2c2nnc(SCC(=O)Nc3ccccc3C(=O)O)nc21,nt,9,-25,nt,6,7,3,nt
COc1ccc(NS(=O)(=O)c2cc3c(cc2C)N(C)CCO3)cc1,4,-1,8,-2,3,-12,2,0
Oc1ccc2ccccc2c1/C=N/Nc1nnc(-c2ncc[nH]2)c2ccccc12,-33,nt,nt,nt,nt,32,-1,-7
CCn1c(=O)cc(SCC(=O)N2CCN(c3ccccc3OC)CC2)c2ccccc21,22,nt,nt,33*,nt,-28,8,1
CCOC(=O)c1cc(C#N)c(=S)[nH]c1C,nt,-3,-31,nt,1,0,4,nt
Cc1cc(SCC(=O)N2CCN(C(=O)c3ccco3)CC2)c(C)cc1Br,10,2,21,2,-21,-49,4,0
C[C@@H]1CN([C@H](C)CO)C(=O)c2cccc(NS(=O)(=O)c3cn(C)cn3)c2O[C@@H]1CN(C)Cc1ccc(Oc2ccccc2)cc1,0,4,nt,-1,2,1,-3,-3
COc1ccc(-c2cnnc(N/N=C/c3ccc(OC)c(OC)c3)n2)cc1,nt,-21,-14,-7,34,-7,-3,-9
O=C(C[C@@H]1C=C[C@@H](NS(=O)(=O)c2ccccc2)[C@H](CO)O1)NCCN1CCCCC1,-2,-5,7,3,-3,2,nt,-1
CCOc1cc(NC(=O)c2ccccc2[N+](=O)[O-])c(OCC)cc1NC(=O)CC(C)C,-2,nt,nt,-3,nt,-5,0,-1
Cc1cccc(CSc2cccc3cccnc23)c1,29,nt,nt,-1,nt,-18,62*,5
O=C(OCC(=O)N1CCCCCC1)c1cc(S(=O)(=O)N2CCOCC2)ccc1F,-2,3,-6,-2,10,5,nt,1
CC(=O)NCCNc1nc2cc(-c3ccccc3C)sc2c(=O)n1C,2,-6,-9,2,13,nt,nt,2
CN(C)[C@@H]1CCC[C@@H]1OC(=O)C(c1ccccc1)c1ccccc1,-5,7,-23,-1,5,-4,-5,-6
COc1ccc([C@H]2CC(=O)C=C(c3ccc(C)c4ccccc34)C2)cc1,14,-5,14,-2,14,-10,11,2
C[C@H]1CN([C@@H](C)CO)C(=O)c2cccc(NS(=O)(=O)c3cn(C)cn3)c2O[C@@H]1CN(C)CC1CCCCC1,22,1,6,-1,19,-27,8,83*
CCOc1ccc(C2CC(=O)c3c([nH]c(C(=O)OC)c3C)C2)cc1OC (stereo not given),-8,nt,nt,-4,nt,-3,-5,1
CCCC(=O)Nc1ccc2c(c1)OC[C@H](C)N(Cc1ccccc1)C[C@@H](C)[C@@H](OC)CN(C)C2=O,13,0,-1,-1,9,3,-10,-1
O=C(O)c1cccc2[nH]c(C(F)(F)F)nc12,-8,nt,nt,-1,nt,10,nt,-2
Cc1ccc(CN2C(=O)C(F)(F)Oc3ccc(C)cc32)cc1,-1,13,8,4,11,-13,nt,-1
CC1Cc2ccccc2N1c1ncnc2c1nnn2Cc1ccccc1 (stereo not given),-13,nt,nt,1,nt,5,-40,-4

# 2 consecutive compounds from above, quoted:
SMILES,Statin myotox sup,LGR2 inh,PAX8 reporter,PglD inh,INS-1E GSIS act,PGC1a acetyl inh,ARNT TACC3 PPI,Cneo AK release
CCOc1cc(NC(=O)c2ccccc2[N+](=O)[O-])c(OCC)cc1NC(=O)CC(C)C,-2,nt,nt,-3,nt,-5,0,-1
Cc1cccc(CSc2cccc3cccnc23)c1,29,nt,nt,-1,nt,-18,62*,5

# Following part.
SMILES,Statin myotox sup,LGR2 inh,PAX8 reporter,PglD inh,INS-1E GSIS act,PGC1a acetyl inh,ARNT TACC3 PPI,Cneo AK release
Cc1cc(C)cc(OCC(=O)OCC(=O)Nc2ccc(Cl)cn2)c1,nt,nt,nt,-7,nt,1,32,2
CCCc1nc2c(C)cc(Br)cn2c1Cc1ccccc1C(F)(F)F,12,-6,7,2,8,-5,nt,10
Cc1c(C(=O)NCc2ccccn2)sc(=O)n1Cc1ccc(-c2ccccc2)cc1,17,3,-3,-2,-28,nt,nt,0
Cc1cc(=O)oc(C)c1C(=O)NCCN(C)Cc1ccccc1,3,-3,-26,5,4,-2,-5,-4
O=C(Cc1ccc(Cl)cc1)N1CCC2(CC1)NCCc1[nH]cnc12,7,-10,-12,-5,11,6,-5,6
CC(C)C(=O)Nc1ccc2c(c1)nc(CCN1CCCCC1)n2C,-4,-3,15,-4,-10,-3,22,-1
O=C(c1cccc(F)c1)N1CCCCN2[C@H](C1)[C@@H](c1ccc(-c3cccnc3)cc1)[C@@H]2CO,nt,6,-11,12,2,-5,3,-3
Cc1ccc(-c2nnc(NC(=O)CCS(=O)(=O)c3ccccc3)o2)c(C)c1,4,8,-5,nt,-8,nt,20,nt
CCCN(C)C[C@@H]1OCCCC[C@@H](C)Oc2ccc(NC(=O)CCC(F)(F)F)cc2C(=O)N([C@H](C)CO)C[C@@H]1C,6,-8,-8,-1,20,5,-10,0
COc1cc(OC)c(N(C)S(=O)(=O)c2cccc(C(=O)OCC(=O)NCc3ccco3)c2)cc1Cl,nt,10,22,nt,1,nt,-4,nt
CN1c2ccc(-c3ccccc3F)cc2[C@H]2[C@H](CCN2S(=O)(=O)c2ccccc2F)[C@H]1CO,-5,11,17,-1,13,-11,-1,7
C[C@@H]1CCCCO[C@H](CN(C)S(C)(=O)=O)[C@@H](C)CN([C@H](C)CO)C(=O)c2cc(NC(=O)C3CCCCC3)ccc2O1,19,13,-18,-1,5,11,-8,-4

# Five compounds picked at random from those above:
SMILES,Statin myotox sup,LGR2 inh,PAX8 reporter,PglD inh,INS-1E GSIS act,PGC1a acetyl inh,ARNT TACC3 PPI,Cneo AK release
COc1ccc(-c2cnnc(N/N=C/c3ccc(OC)c(OC)c3)n2)cc1,nt,-21,-14,-7,34,-7,-3,-9
CC1Cc2ccccc2N1c1ncnc2c1nnn2Cc1ccccc1 (stereo not given),-13,nt,nt,1,nt,5,-40,-4
C[C@@H]1CCCCO[C@H](CN(C)S(C)(=O)=O)[C@@H](C)CN([C@H](C)CO)C(=O)c2cc(NC(=O)C3CCCCC3)ccc2O1,19,13,-18,-1,5,11,-8,-4
CC(C)n1c2ccccc2c2nnc(SCC(=O)Nc3ccccc3C(=O)O)nc21,nt,9,-25,nt,6,7,3,nt
CCOC(=O)c1cc(C#N)c(=S)[nH]c1C,nt,-3,-31,nt,1,0,4,nt

# More entries follow.
SMILES,Statin myotox sup,LGR2 inh,PAX8 reporter,PglD inh,INS-1E GSIS act,PGC1a acetyl inh,ARNT TACC3 PPI,Cneo AK release
Cc1cc2c(C)nc(N/N=C/c3ccc(F)cc3)nc2o1,nt,-20,1,nt,6,nt,-7,nt
CCOc1cc(N2CCOCC2)c(OCC)cc1NC(=O)c1ccc(C)s1,nt,4,10,nt,-2,nt,3,nt
C/C=C/c1cnc2c(c1)C(=O)N([C@@H](C)CO)C[C@@H](C)[C@@H](CN(C)C(=O)c1cnccn1)O2,5,9,-32,7,15,2,-4,38
Cc1ccsc1C1C2=C(CC(C)(C)CC2=O)Nc2ncnn21 (stereo not given),5,13,6,-3,nt,-11,3,-1
CC(C)(C)C1CCC(=O)N(CCSc2ccccc2)CC1 (stereo not given),7,nt,-211,-3,nt,nt,-4,3
Cc1sc2nc(CSC(C)C(=O)Nc3cc(S(C)(=O)=O)ccc3Cl)[nH]c(=O)c2c1C (stereo not given),-2,3,14,-6,-21,nt,-12,3
Cc1cc(F)ccc1NC(=O)CCCN(C)S(=O)(=O)c1ccc(F)cc1,nt,-7,9,2,-7,3,-2,1
COc1ccc(NC(=O)c2cccc(C#N)c2)cc1NS(=O)(=O)c1ccc(F)cc1,5,-6,11,-1,2,-15,2,3
COc1ccc(CC(=O)NC(=S)Nc2ccc(S(=O)(=O)NC(C)(C)C)cc2)cc1,-6,nt,nt,0,nt,25,3,-5
C[C@@H]1CCCCO[C@H](CN(C)CC2CCCCC2)[C@H](C)CN([C@@H](C)CO)C(=O)c2cc(NC(=O)c3ccncc3)ccc2O1,nt,8,7,3,0,-11,4,0
CCc1cc2ccc(C)cc2nc1SCC(=O)c1ccc(NC(C)=O)cc1,-2,-2,nt,-4,15,1,0,0
CC(=O)Nc1ccc(C(=O)NNS(=O)(=O)c2ccc(C)cc2)cc1,nt,-23,12,1,10,-6,4,5

# By substructure: the entries above containing a tert-butyl group
SMILES,Statin myotox sup,LGR2 inh,PAX8 reporter,PglD inh,INS-1E GSIS act,PGC1a acetyl inh,ARNT TACC3 PPI,Cneo AK release
CC(C)(C)C1CCC(=O)N(CCSc2ccccc2)CC1 (stereo not given),7,nt,-211,-3,nt,nt,-4,3
COc1ccc(CC(=O)NC(=S)Nc2ccc(S(=O)(=O)NC(C)(C)C)cc2)cc1,-6,nt,nt,0,nt,25,3,-5

# Other records follow:
SMILES,Statin myotox sup,LGR2 inh,PAX8 reporter,PglD inh,INS-1E GSIS act,PGC1a acetyl inh,ARNT TACC3 PPI,Cneo AK release
C[C@@H]1CCCCO[C@H](CN(C)S(=O)(=O)c2ccccc2)[C@@H](C)CN([C@H](C)CO)C(=O)c2cc(NC(=O)Nc3cccc4ccccc34)ccc2O1,nt,-8,-10,6,16,-4,-9,-1
CCCCC(=O)Nc1cc(OCC)c(NC(=O)c2ccccc2[N+](=O)[O-])cc1OCC,-21,-14,nt,2,5,-6,11,-1
COc1ccc(S(=O)(=O)Nc2ccc3c(c2)CC(=O)N([C@H](C)CO)C[C@@H](C)[C@@H](CN(C)S(=O)(=O)c2c(C)noc2C)O3)cc1,-10,-3,nt,-1,-6,-1,-6,-1
CCOC(=O)c1sc2nc3c(SCCC#N)cc(C(=O)c4cc(F)ccc4O)cn3c(=O)c2c1C,-25,26,13,1,-8,2,nt,1
Cc1ccc(C)c(S(=O)(=O)Nc2ccc(C(=O)NCCCN3CCCC3=O)cc2)c1,nt,3,nt,-3,17,nt,3,0
Cc1cccc(NC(=O)c2cccc(N3C(=O)C4CCC(C)CC4C3=O)c2)c1C (stereo not given),nt,-5,1,1,-5,1,-1,-3
CCCCOc1cccc(NC(=O)CSc2nccn2C)c1,-2,nt,-39,0,nt,2,10,-1
Cc1c(C(=O)Nc2ccc(Nc3ccccc3)cc2)cccc1[N+](=O)[O-],-77,7,21,-6,1,-17,6,3
CN(C)c1nc(-c2ccccc2)ns1,nt,-11,-85,nt,15,nt,-4,nt
C[C@@H]1CN([C@@H](C)CO)C(=O)c2cc(NC(=O)Nc3ccc(C(F)(F)F)cc3)ccc2O[C@@H]1CN(C)Cc1ccc(Cl)c(Cl)c1,-128,-9,nt,3,-3,-3,3,0
C[C@@H]1CN([C@@H](C)CO)C(=O)c2cccc(NC(=O)Nc3ccc4c(c3)OCO4)c2O[C@H]1CN(C)C(=O)Nc1ccccc1,-21,3,49,3,-4,-4,25,-2
